Source: PubChem
BRCA1 expr up – increases BRCA1 expression. MCF7-BRCA1-FFLuc reporter, luminescence, 48 h; response scale: scaled: vehicle 0%, 10 µM genistein 100%. Potency, µM (series often up to 46.1 µM), for the others: top-dose activation, actives largely listed as activators. actives 1.1% (n = 380,000). AID 624202; further: potency means the concentration at half of the fitted maximal effect; nearly all actives have a fitted effect of over 80% in size; some results filed as inactive show a strong effect at the top dose
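Quantitative HTS in MCF7 cells stably reporting BRCA1 expression via firefly luciferase. Compound treatment lasts 48 h at 37 °C in phenol-red free MEM. Activation is expressed relative to genistein at 10 microM and DMSO.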
RORgamma inh – blocks mouse ROR gamma transcriptional activity; actives 5.4% (n = 310,000); Drosophila S2 Gal4-RORgamma UAS-luciferase reporter, 20 h; AID 2551; Potency, µM (highest dose often 53.6 µM), for inactives: top-dose activity change, negative = inhibition, hits mostly inhibitors; further: potency means the concentration at half of the fitted maximal effect; on the % scale 0 is the no-effect control and ±100 the full control effect; nearly all actives have a fitted effect of over 60% in size
Target sequence (P51450 whole entry, looked up, the tested form may be a part): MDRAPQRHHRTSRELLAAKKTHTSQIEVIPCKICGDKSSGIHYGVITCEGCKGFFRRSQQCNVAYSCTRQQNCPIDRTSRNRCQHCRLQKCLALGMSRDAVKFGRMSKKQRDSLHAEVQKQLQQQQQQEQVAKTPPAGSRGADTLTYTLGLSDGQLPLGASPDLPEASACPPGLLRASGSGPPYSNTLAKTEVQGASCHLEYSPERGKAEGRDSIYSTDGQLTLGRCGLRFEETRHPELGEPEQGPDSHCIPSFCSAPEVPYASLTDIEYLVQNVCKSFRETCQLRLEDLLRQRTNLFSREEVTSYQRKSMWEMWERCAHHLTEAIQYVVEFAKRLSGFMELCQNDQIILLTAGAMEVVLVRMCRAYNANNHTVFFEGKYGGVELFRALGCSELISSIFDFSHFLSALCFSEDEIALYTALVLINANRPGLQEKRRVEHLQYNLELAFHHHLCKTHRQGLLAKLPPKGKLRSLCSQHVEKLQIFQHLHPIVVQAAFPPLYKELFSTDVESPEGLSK
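Stably transfected Drosophila Schneider cells are the test system, with ROR gamma fused to Gal4 and luciferase under UAS control; luminescence is read after 20 hr of 700 uM copper sulfate induction at ambient temperature.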
Menin-MLL TR inh – menin-MLL binding inhibition, Texas Red mutant peptide; Potency, µM (titrated, usually from 61.6 µM), inactives show at the top dose FP activity change, negative = inhibition, actives largely listed as inhibitors; O00255; actives 0.23% (n = 270,000); Menin + Texas Red MLL mutant peptide, fluorescence polarization; active means well fitted inhibition curve with a large enough effect in the polarisation, with a control signal flat, not every such curve was filed as active; inconclusive means small, poorly fitted or top-dose-only effect, or effect the other way, or a change in a side signal; inactive means no such curve, though single readings can be large or run the other way; the % refers to the polarisation; further: potency means the concentration at half of the fitted maximal effect; % of control where 0% means no effect; many of its hits are not listed in these tables
Rab9 prom act – activators of Rab9 promoter; Potency, µM (top dose mostly 9.22 µM), for inactives: at the highest dose activation, negative = inhibition, most hits filed as activators; actives 2.8% (n = 320,000); Huh7 Rab9 promoter-luciferase reporter, luminescence, 24 h; AID 485297; further: potency means the concentration at half of the fitted maximal effect; % of control where 0% means no effect; nearly all actives have a fitted effect of over 60% in size
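Huh7 reporter line, Rab9 promoter upstream of luciferase. Compound exposure 24 h at 37 °C in reduced-serum medium with 10% FBS. Read-out: luminescence.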
ELG1 genotoxic – induces genotoxicity in HEK293T cells with luciferase-tagged ELG1; actives 1.3% (n = 330,000); Potency, µM (top dose mostly 46 µM), for the others: at the highest dose activity change, positive = activation, actives largely listed as activators; HEK293T ELG1-luciferase reporter, luminescence, 16 h; further: potency means the concentration at half of the fitted maximal effect; % of control where 0% means no effect; nearly all actives have a fitted effect of over 60% in size
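Screening used a luciferase reporter fused to human ELG1 in HEK293T cells. Luminescence was read on a CCD plate imager after 16 hr exposure and 30 min ONE-Glo incubation.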
Gal4-VP16 FLuc – Gal4-VP16 reporter inhibition counter-screen; actives 3.5% (n = 310,000); Potency, µM (doses to about 53.6 µM), for the others: at the top dose activity, negative = inhibition, usual class: inhibitors; Drosophila S2 Gal4-VP16 UAS-luciferase, luminescence, 20 h; AID 2546;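 further: Gal4-VP16 expression switched on by copper sulfate through the metallothionein promoter; potency means the concentration at half of the fitted maximal effect; on the % scale 0 is the no-effect control and ±100 the full control effect; nearly all actives have a fitted effect of over 50% in size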
Giardia killer – Giardia lamblia killing; Giardia lamblia trophozoite viability; activity change, % at 7.66 µM, hits read low; actives 0.15% (n = 340,000); in the data active means activity change below about -80%; inconclusive means between about -30% and that limit;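 further: parasites exposed to compound for two days anaerobically before the ATP read; on the % scale 0 is the no-effect control and ±100 the full control effect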
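Luminescent ATP signal served as the viability read-out, measured 15-30 min after adding ATP detection reagent to trophozoites that had been incubated with compounds for 48 hrs at 37 deg C anaerobically at 100 cells/well.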
p53 reactivation – re-activators of mutant p53. Potency, µM (doses to about 92.2 µM), for the others: at the top dose activity change, positive = activation, usual class: activators. actives 0.063% (n = 320,000). AID 504706. H1299 p53-A138V BP100-luciferase reporter, luminescence, 24 h; further: potency means the concentration at half of the fitted maximal effect; % of control where 0% means no effect; nearly all actives have a fitted effect of over 45% in size
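p53-null H1299 cells stably carrying temperature-sensitive p53-A138V and a BP100-luciferase reporter were pinned with compounds (4-point, 1:5 series) and held 24 hrs at 37 deg C. Luminescence was read 10 min after detection reagent.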
FLuc counter – inhibits or activates purified firefly luciferase, miR-21 counter-screen | P08659 | purified FLuc, Km substrates, luminescence inhibition | Potency, µM (highest dose often 57.5 µM), for the others: at the top dose activity change, negative = inhibition, hits mostly inhibitors | actives 6.9% (n = 360,000) | AID 588342;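 further: potency means the concentration at half of the fitted maximal effect; plate controls were vehicle for no effect and reference inhibitor for full effect; nearly all actives have a fitted effect of over 55% in size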
Target sequence (P08659 whole entry, looked up): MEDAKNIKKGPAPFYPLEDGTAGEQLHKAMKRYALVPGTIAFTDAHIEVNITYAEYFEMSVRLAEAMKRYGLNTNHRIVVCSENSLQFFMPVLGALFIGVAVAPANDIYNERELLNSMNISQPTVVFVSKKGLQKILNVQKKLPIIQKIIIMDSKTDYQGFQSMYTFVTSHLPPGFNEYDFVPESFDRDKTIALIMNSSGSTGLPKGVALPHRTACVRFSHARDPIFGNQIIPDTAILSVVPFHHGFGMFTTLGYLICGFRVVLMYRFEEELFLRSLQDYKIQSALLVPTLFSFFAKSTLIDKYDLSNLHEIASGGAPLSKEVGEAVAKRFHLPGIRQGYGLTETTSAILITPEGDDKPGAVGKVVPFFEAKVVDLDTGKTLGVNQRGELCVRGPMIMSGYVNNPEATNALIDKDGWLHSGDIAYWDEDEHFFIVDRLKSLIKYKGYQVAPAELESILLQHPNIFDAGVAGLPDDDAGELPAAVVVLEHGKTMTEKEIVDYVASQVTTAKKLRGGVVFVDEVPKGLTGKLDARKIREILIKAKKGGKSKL
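Biochemical qHTS of compounds, final roughly 60 µM downward over six points, against 10 nM purified firefly luciferase using Km concentrations of substrates (10 uM D-luciferin, 10 uM ATP) in Tris acetate pH 7.5 buffer; luminescence output.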
NPC1 promoter act – NPC1 promoter activation; Huh7 NPC1 promoter luciferase reporter, 24 h; Potency, µM (top dose mostly 9.22 µM), for inactives: top-dose activation, most hits filed as activators; actives 2.4% (n = 320,000);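 further: potency means the concentration at half of the fitted maximal effect; % of control where 0% means no effect; nearly all actives have a fitted effect of over 60% in size; reporter is driven by a mutant NPC1 promoter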
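Luminescence read-out of NPC1 promoter-driven luciferase in stably transfected Huh7 cells; compounds delivered in DMSO and left 24 h at 37C, 5% CO2, qHTS titration format.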
PKM2 activator – activators of human pyruvate kinase M2 | P14618 | purified PKM2, Kinase-Glo ATP luminescence, activation; response scale: 0% is enzyme alone, no compound | Potency, µM (highest dose often 57.5 µM), without a hit: top-dose activation, usual class: activators | actives 0.34% (n = 260,000); further: potency means the concentration at half of the fitted maximal effect; on the % scale 0 is the no-effect control and ±100 the full control effect; nearly all actives have a fitted effect of over 55% in size
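ATP formation by purified human PK-M2, quantified via coupled luciferase luminescence after 1 h at room temperature with 0.1 mM ADP and 0.5 mM PEP final.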
* = called active by the depositor; ? = inconclusive; · = not tested or not shown; [ ] = dose if it differs, or a comment. Unless noted, the call rests on the fitted dose curve; in most records, active means well fitted curve in the direction sought with a large enough effect; inconclusive means small, poorly fitted or top-dose-only effect, or another doubt; inactive means no such curve, though single readings can be large; an effect the other way counts as inactive or inconclusive. These rows are one share of the data; rates above refer to the full screens.

No. | molecule | Gal4-VP16 FLuc | Rab9 prom act | Menin-MLL TR inh | NPC1 promoter act | p53 reactivation | BRCA1 expr up
1 | COC1(OC)C(/C=C/c2ccc(Cl)cc2)C(C#N)(C#N)C1(OC)OC (stereo not drawn) | ? | -4% | 28% | -19% | -35%[inhibitor] | -91%
2 | COc1ccc(C(=O)CN2C3=NCCCN3c3ccccc32)cc1OC | -15% | -7% | -9% | -3% | 0% | -26%
3 | CCOc1cc(C)c(Cl)cc1S(=O)(=O)N(CC)CC | 6% | -2% | 1% | 0% | -7% | -14%
4 | Cn1nc(-c2ccccc2)c(-c2nc(-c3ccc(Cl)cc3)no2)c1Cl | -20% | 3% | -1% | -8% | -1% | -27%
5 | CC(C)OP(=O)(OC(C)C)C(Nc1ccccc1)c1cccc([N+](=O)[O-])c1 (stereo not drawn) | -4% | 4% | · | -1% | -1% | -18%
6 | O=C(NCc1ccco1)c1ccc2c(=O)n(CC3CCCO3)c(=S)[nH]c2c1 (stereo not drawn) | 1% | -6% | 2% | -3% | -7% | -6%
7 | Cc1nc2ccccc2c(=O)n1NC(=O)Nc1ccccc1 | · | -1% | 6% | 1% | 3% | -3%
8 | CCc1cc(C(=O)N2CCCC(CNS(=O)(=O)c3cccs3)C2)n(C)n1 (stereo not drawn) | -27% | -3% | -23% | -7% | -3% | -2%
9 | Cc1ccc(S(=O)(=O)NCCOc2cc(C)ccc2C)cc1 | -6% | 4% | · | -2% | 26% | -12%
10 | O=C(NCC1CCCO1)c1cc([N+](=O)[O-])ccc1Cl (stereo not drawn) | -5% | 5% | 8% | -2% | 10% | -9%

No. | Giardia killer | FLuc counter | ELG1 genotoxic | RORgamma inh | PKM2 activator
1 | 1 | -14% | -22% | ? | -4%
2 | -6 | -2% | -5% | -6% | 4%
3 | 16 | 0% | -2% | 4% | -6%
4 | -4 | -3% | 0% | 15% | -15%
5 | -18 | -1% | -6% | -1% | 3%
6 | 2 | 0% | -5% | ? | -1%
7 | -4 | 3% | 0% | 24%[0.365 µM] | 2%
8 | 4 | 0% | -8% | 12% | 3%
9 | 31[activator] | 8% | -3% | 0% | 4%
10 | -17 | -2% | -11% | -3% | 15%

Next section, overlapping the part above by four compounds.
No. | molecule | Gal4-VP16 FLuc | Rab9 prom act | Menin-MLL TR inh | NPC1 promoter act | p53 reactivation | BRCA1 expr up
7 | Cc1nc2ccccc2c(=O)n1NC(=O)Nc1ccccc1 | · | -1% | 6% | 1% | 3% | -3%
8 | CCc1cc(C(=O)N2CCCC(CNS(=O)(=O)c3cccs3)C2)n(C)n1 (stereo not drawn) | -27% | -3% | -23% | -7% | -3% | -2%
9 | Cc1ccc(S(=O)(=O)NCCOc2cc(C)ccc2C)cc1 | -6% | 4% | · | -2% | 26% | -12%
10 | O=C(NCC1CCCO1)c1cc([N+](=O)[O-])ccc1Cl (stereo not drawn) | -5% | 5% | 8% | -2% | 10% | -9%
11 | CC1CCCCC1NC(=O)C1CCN(S(=O)(=O)c2cccc3nonc23)CC1 (stereo not drawn) | 1% | -2% | -4% | 1% | -3% | -25%
12 | CN(CC(=O)NCC1CCCO1)S(=O)(=O)c1cc(Cl)ccc1Cl (stereo not drawn) | -5% | 4% | 12% | -1% | 4% | 0%
13 | O=C(/C(Br)=C/Nc1cc(Cl)ccc1Cl)C(F)(F)F | -5% | 3% | 5% | 1% | 4% | -12%
14 | Cc1ccc(C(=O)NCc2cccnc2)cc1S(=O)(=O)Nc1ccccc1 | 5% | -10% | 0% | -2% | -5% | -18%
15 | CC(N=c1ccccn1C(=O)Nc1ccc(Cl)cc1)c1ccco1 (stereo not drawn) | 1% | ? | -7% | ? | 14% | 10µM*
16 | CCOC(=O)N1CCN(C(=O)COC(=O)c2ccc(O)cc2O)CC1 | 13% | -2% | -2% | -3% | -1% | 0%
17 | Cc1cc(C(=O)Nc2ccc3c(c2)OCCO3)ccc1[N+](=O)[O-] | ? | ? | -26% | 0.71µM* | · | ?
18 | O=C(Nc1nc2ccccc2[nH]1)c1ccccc1[N+](=O)[O-] | 22µM* | 20% | 13% | ? | 22% | 70%
19 | COC(=O)[C@@H]1CCCN1Cc1nc(Cc2ccccc2F)no1 | 14% | -4% | 11% | -4% | -2% | 21%
20 | Cc1cc(Cl)ccc1OCCCC(=O)NNC(=O)c1ccncc1 | · | 2% | · | -2% | -5% | -18%

No. | Giardia killer | FLuc counter | ELG1 genotoxic | RORgamma inh | PKM2 activator
7 | -4 | 3% | 0% | 24%[0.365 µM] | 2%
8 | 4 | 0% | -8% | 12% | 3%
9 | 31[activator] | 8% | -3% | 0% | 4%
10 | -17 | -2% | -11% | -3% | 15%
11 | 4 | 0% | -2% | 20% | 1%
12 | -20 | 0% | 3% | 3% | 5%
13 | 0 | 2% | 6% | -41% | 1%
14 | -2 | -2% | -4% | 15% | -6%
15 | ? | ? | 16% | 38%[10 µM] | -12%
16 | 30 | -1% | 0% | -2% | -1%
17 | ? | 0.76µM* | 0.52µM* | 21%[1.91 µM] | 1%
18 | 1 | ? | 15% | 8.9µM* | 3%
19 | 15 | -3% | -1% | -19% | 3%
20 | -3 | ? | -1% | · | ·

Further compounds
No. | molecule | Gal4-VP16 FLuc | Rab9 prom act | Menin-MLL TR inh | NPC1 promoter act | p53 reactivation | BRCA1 expr up
21 | N#CCCN1CCN(S(=O)(=O)c2ccc(S(=O)(=O)N3CCOCC3)cc2)CC1 | -6% | -2% | 1% | 0% | -3% | -3%
22 | CCN1CCN(Cc2ccc(NC(=O)Nc3ccc(SC)cc3)cc2)CC1 | -4% | ? | -11% | 29% | ? | 53%
23 | Cc1ccccc1CSc1nnc(C)n1N | 0% | 8% | -2% | -1% | 0% | 2%
24 | COc1ccc(CN(CC2CCCO2)S(=O)(=O)c2ccc(-n3cnnn3)c(OC)c2)cc1 (stereo not drawn) | 9% | -2% | 3% | 1% | 4% | -19%
25 | CCN(CC)C(=O)C(=O)c1cn(CC(=O)NCc2ccc3c(c2)OCO3)c2ccccc12 | 3% | 1% | -7% | 0% | -3% | 0%
26 | COc1ccc(NC(=O)Cn2ccc3c(OC)cccc3c2=O)cc1 | -4% | 1% | · | -4% | 3% | -3%
27 | CC(=O)c1ccc(N2CCN(S(=O)(=O)c3csc(C(N)=O)c3)CC2)cc1 | -4% | -4% | · | 0% | 2% | -1%
28 | CC(C)(C)c1ccc(C(=O)Nn2cnnc2)cc1 | 0% | 26% | -6% | 18% | ? | 6%
29 | CC1CCCN(C(=O)CCNS(=O)(=O)c2ccc(Br)cc2)C1 (stereo not drawn) | · | -2% | · | -8% | -3% | -5%
30 | Cc1ccc(CC2CC(=O)N(CCc3ccc4c(c3)OCO4)C2=O)cc1 (stereo not drawn) | -7% | -6% | -10% | -1% | -20% | -11%

No. | Giardia killer | FLuc counter | ELG1 genotoxic | RORgamma inh | PKM2 activator
21 | -4 | 0% | 4% | -10% | -7%
22 | -12 | 17µM* | ? | -11% | 2%
23 | 8 | -2% | 3% | -17% | -2%
24 | 7 | 0% | -4% | -13% | 0%
25 | 10 | 0% | -4% | ? | -9%
26 | -15 | 4% | 5% | 8% | -1%
27 | 6 | -2% | 3% | 6% | ·
28 | 3 | 24µM* | 3% | 15% | 5%
29 | 12 | -11% | 5% | · | ·
30 | 7 | 0% | -10% | 17% | 2%

Next section.
No. | molecule | Gal4-VP16 FLuc | Rab9 prom act | Menin-MLL TR inh | NPC1 promoter act | p53 reactivation | BRCA1 expr up
31 | CS(=O)(=O)N1CCCC(C(=O)N2CCOCC2)C1 (stereo not drawn) | 4% | -5% | 20% | -2% | 11% | -4%
32 | CCc1nnc(NC(=O)CSc2ccc(-c3ccc(C)cc3)nn2)s1 | 0% | ? | ? | ? | -2% | 11µM*
33 | C=CCCCCCCCCC(=O)Nc1ncccn1 | 0% | 3% | · | -4% | 2% | -4%
34 | CCSc1ncc(C#N)c(N)n1 | 11% | -3% | -2% | 2% | -2% | -6%
35 | C=CCOc1c(Br)cc(C2C3=C(CCCC3=O)N(C)C3=C2C(=O)CCC3)cc1OCC | -11% | -4% | -1% | 2% | 2% | -16%
36 | CCn1ncc(/C=N/N=C2\CCC3C4CCc5cc(O)ccc5C4CCC23C)c1C (stereo not drawn) | -6% | 1% | -8% | -3% | 1% | -31%
37 | O=[N+]([O-])c1ccc(S(=O)(=O)Nc2ccc(-c3ccc(N4CCCC4)nn3)cc2)cc1 | · | 14% | · | 10% | 0% | 20%

No. | Giardia killer | FLuc counter | ELG1 genotoxic | RORgamma inh | PKM2 activator
31 | -10 | -1% | 1% | -23% | -2%
32 | -18 | 2.4µM* | ? | 27% | 18%
33 | -3 | -2% | -2% | 2% | 0%
34 | -5 | 7% | -1% | -15% | 1%
35 | 3 | 3% | 1% | 0% | -18%
36 | -9 | -1% | -1% | -16% | 1%
37 | 2 | -21% | 8% | · | ·
